Bioassay records (PubChem BioAssay)
ABHD5-PLIN5 inh: inhibitors of human ABHD5-perilipin-5 interaction | Split G. princeps luciferase complementation, luminescence, 4 h | inhibition, % at 4 µM | hit rate 0.78% among 360,000 | AID 602281;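 active = inhibition above the mean inhibition across every tested compound plus 3 SD, cut at about 22% in these data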;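 also: 0% = DMSO only wells and the 100% control is not disclosed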
Target sequence (Q00G26 whole entry, looked up): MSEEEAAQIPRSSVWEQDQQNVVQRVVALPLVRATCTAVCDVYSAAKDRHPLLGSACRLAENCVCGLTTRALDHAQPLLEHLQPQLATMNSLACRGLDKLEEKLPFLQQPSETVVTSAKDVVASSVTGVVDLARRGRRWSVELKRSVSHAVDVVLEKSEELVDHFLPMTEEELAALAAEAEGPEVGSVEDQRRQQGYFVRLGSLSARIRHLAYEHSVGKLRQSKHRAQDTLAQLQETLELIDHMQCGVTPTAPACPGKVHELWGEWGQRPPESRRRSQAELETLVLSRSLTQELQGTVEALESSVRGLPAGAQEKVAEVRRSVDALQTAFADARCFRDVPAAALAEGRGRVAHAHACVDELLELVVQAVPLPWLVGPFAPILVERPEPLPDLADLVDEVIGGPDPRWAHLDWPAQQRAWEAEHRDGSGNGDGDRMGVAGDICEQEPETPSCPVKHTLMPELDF
Target sequence (Q8WTS1 whole entry, looked up): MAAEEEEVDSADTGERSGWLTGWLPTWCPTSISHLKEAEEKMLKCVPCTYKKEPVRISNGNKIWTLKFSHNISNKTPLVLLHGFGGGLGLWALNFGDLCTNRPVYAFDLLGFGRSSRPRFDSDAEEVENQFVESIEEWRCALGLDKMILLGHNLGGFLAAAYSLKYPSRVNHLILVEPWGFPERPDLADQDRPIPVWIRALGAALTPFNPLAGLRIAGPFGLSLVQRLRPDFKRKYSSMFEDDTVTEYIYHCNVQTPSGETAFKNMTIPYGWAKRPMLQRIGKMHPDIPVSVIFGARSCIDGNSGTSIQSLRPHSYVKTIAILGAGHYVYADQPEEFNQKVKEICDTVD
MC4R antagonist: blocks human MC4R cAMP signaling | MC4R-expressing cells, MTII-stimulated cAMP, LANCE TR-FRET | inhibition, % at 6.5 µM | hit rate 0.48% among 360,000 | AID 540295;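 active = inhibition above its plate's cutoff, the mean of tested wells on that plate plus 3 SD, cut at about 29% in these data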;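 also: 0% = Melanotan II alone and 100% = Melanotan II plus saturating MCL0020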
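System – human MC4R-expressing U2OS cells · Also added – Melanotan II · Dosing – one concentration, 6.5 µM nominal · Timing – 30-min compound, 1-h challenge, 1-h detection, room temperature · Measured by – Eu-cAMP/anti-cAMP TR-FRET, emission 671 nm · Replicates – singlicate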
NOD2-RIPK2 inh: inhibitors of human NOD2-RIPK2 interaction; O43353; inhibition, % at 4.98 µM; CHO BLA complementation NOD2-RIPK2, CCF4 ratio; hit rate 0.38% among 360,000; in the data active = inhibition above about 21%;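 also: 0% = vehicle only and 100% = reference blocker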
MC4R barr agon: agonists of human melanocortin 4 receptor (MC4R) beta-arrestin; U2OS MC4R beta-arrestin complementation, luminescence; percent of melanotan II response, DMSO zero; activation, % at 8.9 µM; hit rate 0.98% among 360,000;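 active = activation above a per-plate cutoff, the mean activation of sample wells on that plate plus 3 SD, cut at about 8% in these data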
ABCB6 inh 2: blocks the human ABCB6 transporter | Q9NP58 | K562-ABCB6 porphyrin accumulation, flow cytometry, 1 h; stronger effect = lower value | fluorescence ratio to DMSO, % at 10 µM | hit rate 0.19% among 360,000;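 active = fluorescence ratio to DMSO below 75%, the collection mean minus 3 SD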;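 also: signal is porphyrin accumulated inside mitochondria; 100% equals median channel fluorescence of DMSO control wells; lower ratio means ABCB6 inhibition with less porphyrin fluorescence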
TLR9-MyD88 inh: inhibitors of human TLR9-MyD88 binding; Q9NR96+Q99836; CHO BLA complementation TLR9-MyD88, CCF4 FRET ratio; inhibition, % at 4.98 µM; hit rate 0.21% among 340,000; AID 504734;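 active = inhibition above the mean over all tested compounds plus 3 SD, cut at about 21% in these data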;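 also: 0% = DMSO only wells and 100% = clavulanate BLA inhibitor control wells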
m5-HT2A agonist: mouse HTR2A agonism via beta-arrestin recruitment; hit rate 0.66% among 360,000; AID 624169; CHO-K1 mHTR2A beta-arrestin complementation, luminescence; percent of 30 µM serotonin response; P35363; activation, % at 7.6 µM;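 active = activation above a run cutoff, the mean activation of all tested compounds plus 3 SD, cut at about 14% in these data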;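 also: 0% = plate median of compound wells and 100% = 30 µM serotonin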
H9c2 protect: myocardial damage modulation in H9c2 cells | H9c2 cardiomyocytes, H2O2 injury protection, ATPLite, 2 h | protection from H2O2 cell death, % at 20 µM | hit rate 0.63% among 360,000 | AID 588492;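 active = compounds giving at least 50% protection of heart cells from peroxide-induced death in the single-dose screen, raw or plate-pattern-corrected value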;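 also: 0% = DMSO wells with peroxide and 100% = DMSO wells without peroxide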
SRC2 inh: human SRC2 (NCOA2) inhibition; inhibition, % at 9 µM; HEK293 GAL4-SRC2 luciferase reporter, luminescence; Q15596; hit rate 0.17% among 370,000; AID 651957;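 active = inhibition above the mean inhibition of all tested compounds plus 3 SD, set per campaign, cut at about 52% in these data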;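 also: 0% = DMSO treated cells and 100% = cells given Gossypol at 36 µM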
N-glyco inh: N-linked glycosylation inhibition; reporter increase, % at 12.5 µM; D54 ERlucT glycosylation luciferase reporter, 24 h; percent of 100 nM tunicamycin response; AID 588692; hit rate 0.23% among 360,000;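 active = mean luciferase reporter signal, scaled so untreated is 0 and the glycosylation-blocking control 100, at or above a set limit in every replicate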;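 also: luciferase carries N-glycosylation sites so blocking glycosylation raises the light; 0% = median of neutral control wells and 100% = median of 100 nM tunicamycin wells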
Numbers without * were called inactive; nt = no result given. Some of the compounds tested (hit frequency here may not be typical).

Under each structure: ABHD5-PLIN5 inh	MC4R antagonist	NOD2-RIPK2 inh	MC4R barr agon	ABCB6 inh 2	TLR9-MyD88 inh	m5-HT2A agonist	H9c2 protect	SRC2 inh	N-glyco inh
1) Cc1cccc(N2CN(Cc3ccco3)CNC2=S)c1C
  4	9	-6	0.1	96	0	4	1	-13	2
2) CCOc1cc(OCC)cc(C(=O)N2CCC[C@H]2C(=O)N2CCC[C@H]2C(=O)NCc2ccccn2)c1
  8	nt	-11	nt	98	nt	-4	nt	-21	nt
3) O=C(N=C1SC2CS(=O)(=O)CC2N1c1ccc(F)c(Cl)c1)C1CCCO1 (stereo not given)
  -1	-4	-5	-1.0	100	-11	-4	-1	-14	-1
4) CCOC(=O)COc1cc2c(C(=O)OCC)c(C)oc2cc1Br
  -2	9	-8	1.4	99	-7	0	-3	7	2
5) CC(NS(=O)(=O)c1ccc2[nH]c(=O)[nH]c2c1)c1ccc(F)cc1 (stereo not given)
  2	5	-16	0.9	101	-7	1	-8	5	1
6) Cc1c(-c2ccc(F)cc2)[n+](=O)c(-c2ccc(F)cc2)c(C)n1[O-]
  -5	1	-3	-0.9	100	-4	0	-3	9	0
7) O=C(Nc1ccc(N2CCCCC2)c(Cl)c1)c1ncn[nH]1
  -6	-2	-2	-0.8	97	3	0	-20	31	-3
8) O=C(Cn1c(NCCO)nc2ccccc21)c1ccc(Cl)cc1Cl
  6	5	-2	2.0	94	5	-1	-4	1	0
9) Cc1sc(N2CCN(S(=O)(=O)c3ccc4c(c3)NC(=O)CO4)CC2)nc1-c1ccccc1
  5	14	-7	2.5	103	-4	-1	-5	15	-5
10) CC(Oc1cccc(Cl)c1)C(=O)NC1CC(C)(C)NC(C)(C)C1 (stereo not given)
  1	-1	-4	-4.0	97	-2	3	2	-12	-2
11) CCN(Cc1ccccc1)Cc1cc(OC)cc(OC)c1
  1	8	-2	2.8	95	15	-3	2	7	-5
12) CCCc1[nH]n(-c2nc3ccccc3s2)c(=O)c1C=NCCCN(CC)CC
  -4	2	4	-3.2	99	5	-5	13	-41	0
13) Cn1c(-c2ccccc2)cc(=O)c2ccccc21
  3	1	4	-1.4	98	7	-7	14	-14	1
14) COc1cc(/C=C2\SC(=S)N(CCC(=O)NCCc3ccccc3)C2=O)cc(OC)c1OC
  1	-7	-5	-1.3	98	10	0	-2	0	-1
15) CC=Cc1cc2c(c(=O)o1)C(=O)C(O)C(C)O2 (stereo not given)
  18	3	5	-2.6	92	-5	-4	9	-22	23
16) O=C(OCC(=O)N1CCN(c2ccccc2)CC1)c1ccc(Cl)cc1[N+](=O)[O-]
  2	-2	2	-1.4	96	5	2	-8	13	2
17) COc1ccc2cnn(-c3ccc(OC(F)(F)F)cc3)c(=O)c2c1OC
  5	0	1	-0.5	95	-3	-3	-7	19	1
18) C[C@H](NC(=O)c1ccccc1)C(=O)OCC(=O)Nc1sccc1C(N)=O
  -2	1	2	-0.9	102	1	11	-2	8	0
19) COc1ccc(CCC(=O)NCCS(=O)(=O)N2CCN(c3ccccc3F)CC2)cc1
  -3	6	4	-3.6	102	4	-1	31	1	-1
20) C/C(=N\NC(N)=S)C1(C)CCCCC1
  -3	6	-9	-1.4	96	6	4	7	2	1
21) Cn1cc(/C=C(\C#N)C(=O)Nc2cccc([N+](=O)[O-])c2)c2ccccc21
  3	2	-7	-0.9	97	-12	-3	-5	17	-5
22) Cc1cc(C)c(S(C)(=O)=O)c(Sc2ccc(Cl)cc2)n1
  -3	1	8	1.3	97	-1	-1	-24	2	0
23) Cc1cccc(-n2c(C)cc(/C=C3\NC(=O)NC3=O)c2C)c1
  1	8	-12	-1.2	104	-6	-1	-6	-3	7
24) Brc1ccc(-c2nc(-c3ccccc3)no2)o1
  -6	-2	-6	-2.6	100	8	-3	-7	-32	-7
25) CCCNC(=O)c1ccccc1NC(=O)c1ccc2c(=O)n3c(nc2c1)CCC3
  1	-5	-11	-1.1	104	3	-3	2	-7	-1
26) CC1(C(=O)Nc2nccs2)Cc2ccccc2C(=O)O1 (stereo not given)
  0	19	-1	0.1	110	-11	0	-2	-2	2
27) COc1cc(NC(=O)C2CCCN2S(=O)(=O)c2ccc3c(c2)CC(C)N3C(C)=O)cc(OC)c1 (stereo not given)
  -4	20	11	-1.8	94	0	7	-4	11	3
28) Cc1ccc(CC(=O)Nc2ccc(C(=O)N3CCCCC3)cc2)cc1
  1	1	6	-2.2	95	-3	4	-4	-15	-2
29) CC(C)N(C(=O)[C@H]1C[C@H](CC(=O)NCCN2CCOCC2)C(=O)N2CCc3c([nH]c4cc(-c5ccco5)ccc34)[C@]12C)C(C)C
  12	16	-2	-1.5	99	-12	-2	13	0	-5
30) O=C(NC1CCCCCC1)C1CCN(S(=O)(=O)c2ccc(F)cc2)CC1
  9	-2	3	-2.3	96	8	-1	-2	0	-3
31) COc1ccc(-c2nc(C#N)c(N3CCN(c4cccc(Cl)c4)CC3)o2)cc1OC
  3	4	-5	-1.0	93	9	5	7	-8	3
32) O=C(COc1ccc2ccccc2c1)N/N=C/c1ccccn1
  1	8	-7	0.1	95	1	-7	24	-2	3
33) Cc1cc(CC(=O)O)c(C)cc1CC(=O)O
  -4	-6	-6	-0.5	96	0	1	-1	-16	2
34) O=C(CN1CCCCCC1)N/N=C/c1ccc(Cl)c(Cl)c1
  -2	0	-2	-3.6	100	-7	-5	4	-8	0
35) COC(=O)c1cc(C(=O)OC)cc(N2C(=O)CC(NNC(=O)c3ccc(C)cc3)C2=O)c1 (stereo not given)
  -2	6	-12	2.5	110	-6	-1	-2	-16	0
36) COC(=O)C1=CN(c2ccc(F)cc2)C(N)=C(C#N)C1c1cccc(F)c1 (stereo not given)
  -7	nt	0	nt	nt	nt	1	nt	-2	nt
37) Cc1[nH]ncc1Nc1ccccc1C(C)C
  -8	nt	4	nt	100	nt	-1	1	-22	-2
38) CC(C)C1COC(c2cccn2Cc2ccccc2Cl)=N1 (stereo not given)
  0	6	1	-1.3	102	1	-6	-6	-12	-1
39) CC(C)OCCCNC(=O)C(=O)N/N=C/c1ccc(OCc2ccccc2)cc1
  -2	-3	-2	0.5	101	nt	6	1	2	-2
40) COc1ccccc1/C=C/C(=O)OCC(=O)NC1CC1
  -1	1	7	-2.5	97	4	-3	-1	-3	6
41) CCc1nnc(NC(=O)c2oc3ccccc3c2COC(C)C)s1
  -5	0	-5	0.1	100	-16	-2	0	-33	-1
42) COc1ccc(C(=O)N2CCN(S(=O)(=O)c3ccc4c(c3)OCCO4)CC2)cc1
  -6	6	-6	-1.2	98	-7	2	-1	-22	7
43) Cc1cc(N)n2nc(-c3ccc(C(C)(C)C)cc3)cc2n1
  -4	5	-7	0.7	104	-12	-4	-25	-36	-13
44) Cc1cccc(/C=C2/C(=O)/C(=C/c3ccccc3C)C3CCC2N3C)c1 (stereo not given)
  1	7	2	2.1	103	3	0	-19	0	1
45) Cc1nnc(SC(C)C(=O)Nc2ccc3c(c2)OCCO3)s1 (stereo not given)
  -3	7	0	-1.0	99	-11	0	8	-8	1
46) COc1ccccc1NS(=O)(=O)c1ccc2[nH]c(=O)[nH]c2c1
  -8	3	-2	-1.2	102	-5	2	4	-37	0
47) C=C(C)CSc1nnc(-c2cc(OC)c(OC)c(OC)c2)n1N
  -3	2	-2	-2.4	94	-2	-1	4	-24	4
48) COc1ccc(N2CCN(C(=O)CCS(=O)(=O)c3ccc(C)cc3)CC2)cc1
  -7	5	-6	-0.6	98	10	5	2	7	-1
49) O=C(Nc1ccccc1-c1ccccc1)c1cccs1
  1	14	1	-1.8	101	-3	2	-4	3	0
50) COc1ccc(N2CCN(CCNC(=O)CCN3C(=O)COc4ccccc43)CC2)cc1
  3	3	-17	-2.3	97	-3	-3	-4	-8	-1
51) Cc1ccc(Cl)cc1-c1cc(C(=O)NCc2cccc(Cl)c2)[nH]n1
  -6	0	-18	0.3	101	nt	-1	-3	-16	-3
52) CCN(c1ccccc1)S(=O)(=O)c1ccc(Cl)c(NC(=O)CSc2n[nH]c(N)n2)c1
  0	-3	-14	-2.9	98	-7	-1	-4	-52	2
53) C[C@H](CO)N1C[C@H](C)[C@@H](CN(C)C(=O)Nc2ccccc2)Oc2ncc(C#CC3CCCCC3)cc2C1=O
  1	6	11	0.1	92	-8	1	18	-1	0
54) CC(=O)N/N=C/c1cc(C)n(-c2ccc(Br)cc2)c1C
  4	-4	3	-0.4	105	-4	-7	-1	8	-6
55) COc1ccc(C(=O)OCC(=O)c2ccc(F)cc2)cc1OC
  1	-4	2	-3.3	100	1	1	-1	-14	2
56) CCOC(=O)C(CC)Sc1nnc2cc(C)c3ccccc3n12 (stereo not given)
  6	8	-6	-1.2	92	-10	-3	-4	15	6
57) Cc1cc(C)n(CCC(=O)N2c3ccccc3CC2C)n1 (stereo not given)
  -5	2	-8	-4.4	97	-4	-1	-4	-5	2
58) CCCCCn1c(=O)[nH]c2cc(C(=O)NCc3ccc4c(c3)OCO4)ccc2c1=O
  -12	8	-7	1.3	106	3	-3	-2	-11	1
59) COc1ccc(CN2CCNC(=O)C2CC(=O)NC2CC(C)(C)CC(C)(C)C2)cc1OC (stereo not given)
  -7	9	-2	-2.8	94	-11	-1	-1	-2	0
60) O=C(NC1CCCC1)C1(c2ccccc2)CCN(S(=O)(=O)c2ccccc2)CC1
  1	10	4	-0.9	96	7	-4	3	7	-3

More results follow:
Under each structure: ABHD5-PLIN5 inh	MC4R antagonist	NOD2-RIPK2 inh	MC4R barr agon	ABCB6 inh 2	TLR9-MyD88 inh	m5-HT2A agonist	H9c2 protect	SRC2 inh	N-glyco inh
61) CC(NS(=O)(=O)c1ccc(F)cc1)C(c1cccs1)N1CCOCC1 (stereo not given)
  8	5	-2	-0.5	98	9	7	-14	5	1
62) CON(C)C(=O)C[C@@H]1C[C@H](OC(=O)c2ccc([N+](=O)[O-])cc2)CN1C(=O)OC(C)(C)C
  -9	3	11	-2.5	100	-13	2	-3	16	0
63) CC(=O)NC(Cc1cccc(C)c1)C(=O)NC1CCN(S(=O)(=O)c2ccccc2)CC1 (stereo not given)
  -9	1	4	1.5	96	7	4	-6	-25	2
64) O=Cc1ccc(Oc2ncccn2)cc1
  0	7	4	-2.3	96	-4	-2	-1	-1	1
65) CCCN(CC(=O)Nc1ccccc1C)C(=O)c1cc2ccccc2oc1=O
  -9	8	-10	-0.6	106	-5	2	0	1	1
66) CCOC(=O)C1CCN(C(=O)/C=C/c2cc(OC)c(OC)c(OC)c2)CC1
  0	9	0	-1.2	100	1	-3	1	0	3
67) Cc1cc(O)c(C(C)C)cc1C1(c2cc(C(C)C)c(O)cc2C)OC(=O)c2ccccc21
  8	31*	7	19*	102	-4	0	-17	-13	-4
68) CCN(CCCNC(=O)C1CCC(=O)N1Cc1ccc(C)cc1)c1cccc(C)c1 (stereo not given)
  -1	-8	-3	-0.7	100	0	7	-4	9	-1
69) Cc1sc2ncnc(N3CCCCC3C)c2c1C (stereo not given)
  -12	-16	-2	-0.2	83	-2	0	-36	16	nt
